High-throughput results deposited in PubChem by University of Kansas High Throughput Screening Laboratory.
mHTT-CaM PPI inh: disrupts binding of mutant huntingtin to calmodulin; 190,000 tested, 3.6% active; inhibition, % at 15 µM; P42858; AID 1671202; AlphaScreen His-mHTT/GST-CaM binding, luminescence;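 also: 0% = both proteins with DMSO and 100% = one protein alone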
Pf apPOL inh: Pf-apPOL DNA polymerase inhibition. Recombinant Pf-apPOL, molecular beacon fluorescence, 1.5 h. inhibition, % at 10 µM. 210,000 tested, 0.25% active
Starred values were filed as active, the others as inactive; i = inactive; · = no result given; & = joins results of further samples. Rule as the data show it: active = inhibition above about 50%; inactive = the rest.

1	CCOC(=O)CN1CCN(c2ccccc2C)C(=O)C1C (stereo not drawn)
2	NCCSc1nc2ccccc2s1
3	CNC(=O)C1CC(=O)N(c2cccc(C)c2)C1 (stereo not drawn)
4	Fc1ccc(C2C=C(c3cccs3)Nc3ncnn32)cc1 (stereo not drawn)
5	O=C(c1cccc(OCC2CCCN(C(=O)c3ccccc3Cl)C2)c1)N1CCCC1 (stereo not drawn)
6	Cc1cc(O)c(C=Nc2ccc(N3CCOCC3)cc2)c(C)c1Cl
7	Cc1nnc(NC(=O)c2ccc(S(=O)(=O)N(CC(C)C)CC(C)C)cc2)o1
8	O=C(O)CN(CC(=O)Nc1cccnc1)Cc1ccccc1
compound no.,1,2,3,4,5,6,7,8
mHTT-CaM PPI inh,-4.1,9.9,-0.1,9.0,5.4,-4.0,51.0*,·
Pf apPOL inh,-2.7,6.7,2.0,-6.7,-6.5,-3.0,-74.4,-0.3

9	NC(=O)CSc1nnnn1C1CCCCC1
10	O=C(C1CCC1)N1CCc2sc(S(=O)(=O)NCc3ccc(F)cc3Cl)cc2C1
11	O=C1c2ccccc2C(=O)N1c1nccs1
12	CCc1onc(C)c1C1CCCN1C(=O)Nc1cccc(F)c1 (stereo not drawn)
13	CN1C(=O)c2ccccc2C(C(=O)Nc2ccc3c(c2)OCCO3)C1c1cccs1 (stereo not drawn)
14	Cc1cc(S(=O)(=O)NCc2c(N(C)C)cccc2N(C)C)c(Cl)cc1Cl
15	CCOc1ccc(Nc2nc(-c3ccc(Cl)c(Cl)c3)cs2)cc1
16	Cc1ccc(N2C(=O)c3ccccc3C2C(=O)NC2CCCC2)cc1C (stereo not drawn)
compound no.,9,10,11,12,13,14,15,16
mHTT-CaM PPI inh,-3.0,-1.8,1.6,-3.9,19.0,·,37.3,2.0
Pf apPOL inh,·,-1.1,-0.4,-4.9,-5.4,3.6,0.2,-11.2

17	Cc1ccc(Cl)cc1S(=O)(=O)N1CCC(n2cnc3ccccc3c2=O)CC1
18	CCC(=O)c1ccc(-c2ccccc2F)cc1
19	C=CCn1c(=N)n(CCOc2ccccc2Cl)c2ccccc21
20	CCc1ccc(NC(=O)C2CCCN(c3nnc4ccccn34)C2)cc1 (stereo not drawn)
21	O=C(Cc1ccc(Br)cc1)N1CCCC1
22	CCSc1ccc(Cc2nnc(NC(=O)c3cccs3)o2)cc1
23	O=C(O)C1C2C=CC(O2)C1C(=O)NCc1ccncc1 (stereo not drawn)
24	COCc1c(C(=O)NN)nnn1-c1nonc1N
compound no.,17,18,19,20,21,22,23,24
mHTT-CaM PPI inh,-1.1,·,6.3,55.9*,-2.9,56.6*,0.6,-9.3
Pf apPOL inh,-1.0,-8.3,-6.2,-4.2,4.3,-221.3,-1.8,·

25	CCCCOc1ccc(C(=O)Nc2c3c(nn2-c2ccc(C)cc2C)CS(=O)(=O)C3)cc1
26	Cc1ccc(N2C=C(C#N)S(=O)(=O)c3ccccc32)cc1Cl
27	O=C(Nc1cccc(F)c1)C1CCN(c2ncc(-c3ccccc3)cn2)CC1
28	CCc1noc(-c2cccnc2N2CCCN(C(=O)c3cccs3)CC2)n1
29	COc1cccc(OC)c1CN1CCC(NC(C)=O)C(CO)C1 (stereo not drawn)
30	Fc1cccc(CSc2nnnn2-c2ccc3c(c2)OCO3)c1
31	CN(C)c1ccc(C(=O)N2CCC3(CC2)NC(=O)N(Cc2ccc(Cl)cc2)C3=O)cc1
32	NNC(=O)CSCc1nc(-c2ccc(Cl)cc2)cs1
compound no.,25,26,27,28,29,30,31,32
mHTT-CaM PPI inh,1.0,0.6,-9.2,2.2,-0.3,-60.0,32.7,·
Pf apPOL inh,-5.1,-0.1,0.8,-6.7,-5.2,-87.0,-3.5,-9.0

33	CCN(CC)CCN1C(=O)C(O)=C(C(=O)c2cccs2)C1c1cc(OC)c(OC)c(OC)c1 (stereo not drawn)
34	CC(=O)COc1ccc2c(c1)OC(=Cc1ccccc1F)C2=O
35	CCOc1ccc(NS(=O)(=O)c2ccc(OC)c(Br)c2)cc1
36	N#CC12C(N)=NC3(OCCO3)C1(C#N)C2c1ccco1 (stereo not drawn)
37	COc1ccccc1/C=C1/C(=N)N2N=C(C(F)(F)F)SC2=NC1=O
38	COc1cccc(NC(=O)C2CCN(c3c(C#N)cnc4ccc(F)cc34)CC2)c1
39	COc1ccc(N/C(C)=C(\C#N)C(N)=O)cc1
40	Cc1ccc(OC(C)C)c(CN(CCO)CCO)c1
compound no.,33,34,35,36,37,38,39,40
mHTT-CaM PPI inh,2.0,9.3,-12.0,0.3,0.0,1.2,-5.4,1.9
Pf apPOL inh,-27.3,-2.5,-1.4,·,-3.9,2.5,0.6,-1.4

Copied from the list.
In mHTT-CaM PPI inh, CCN(CC)CCN1C(=O)C(O)=C(C(=O)c2cccs2)C1c1cc(OC)c(OC)c(OC)c1 (stereo not drawn) has the entry 2.0
In mHTT-CaM PPI inh, COc1ccc(N/C(C)=C(\C#N)C(N)=O)cc1 has the entry -5.4
In Pf apPOL inh, Cc1ccc(OC(C)C)c(CN(CCO)CCO)c1 has the entry -1.4
In mHTT-CaM PPI inh, N#CC12C(N)=NC3(OCCO3)C1(C#N)C2c1ccco1 (stereo not drawn) has the entry 0.3
In Pf apPOL inh, CCOc1ccc(NS(=O)(=O)c2ccc(OC)c(Br)c2)cc1 has the entry -1.4

(list continues)
41	COc1ccc(C2CCCN2C(=O)Nc2ccc(C)c(F)c2)cc1 (stereo not drawn)
42	O=C(O)c1c[nH]c2ccc(S(=O)(=O)N3CCc4ccccc43)cc2c1=O
43	O=C(C[n+]1cccc(/C=N/O)c1)N1CCOCC1
44	COc1cc(C=C(C#N)C#N)c([N+](=O)[O-])cc1OC
45	Cc1ccc(-c2nc3ccccc3o2)cc1NC(=O)c1ccccc1F
46	Cc1ccc(NC(=O)CCn2c(N3CCCCC3)nc3ccccc3c2=O)cc1
47	Cc1nc2cc(N3CC(C(=O)N4CCN(c5ccccc5)CC4)CC3=O)ccc2o1 (stereo not drawn)
48	O=C(CCCCCn1c(=O)[nH]c2ccsc2c1=O)Nc1ccc(F)cc1
compound no.,41,42,43,44,45,46,47,48
mHTT-CaM PPI inh,-5.9,21.0,i,0.0,-6.8,-1.6,2.4,-7.0
Pf apPOL inh,-1.0,-8.4,-3.9,-1.7,0.1,-5.7,-4.9,-2.7

Two of the compounds above, bar-delimited.
nr | structure | mHTT-CaM PPI inh | Pf apPOL inh
41 | COc1ccc(C2CCCN2C(=O)Nc2ccc(C)c(F)c2)cc1 (stereo not drawn) | -5.9 | -1.0
42 | O=C(O)c1c[nH]c2ccc(S(=O)(=O)N3CCc4ccccc43)cc2c1=O | 21.0 | -8.4

Continued:
49	Cc1ccc2nc(/C(C#N)=C/c3ccc(O)c([N+](=O)[O-])c3)[nH]c2c1
50	O=C(CSc1nc2[nH]ncc2c(=O)n1-c1ccccc1)Nc1ccc(Br)cc1F
51	Cc1[nH]c(=O)[nH]c(=O)c1CCC(=O)Nc1cccc(Cl)c1Cl
52	Cc1ccccc1-c1noc(CS(=O)(=O)c2ccc(Cl)cc2)n1
53	c1ccc(Nc2nc3ccccc3c3ccccc23)cc1
54	Cc1ccc(C2=NN(C(=O)CN3CCOCC3)C(c3ccc(F)cc3)C2)cc1 (stereo not drawn)
55	N#Cc1ccccc1N=Cc1ccc(Br)c([N+](=O)[O-])c1
56	CCC(=O)N1CCc2sc(C(=O)NC(C)C)cc2C1
compound no.,49,50,51,52,53,54,55,56
mHTT-CaM PPI inh,59.0*,22.0,-7.1,-7.9,-131.1,28.1,1.0,2.4
Pf apPOL inh,-0.3,-5.2,1.5,-1.2,-5.1,-5.7,-2.8,-1.6

Record cards, from the list above.
O=C(CSc1nc2[nH]ncc2c(=O)n1-c1ccccc1)Nc1ccc(Br)cc1F is listed with mHTT-CaM PPI inh = 22.0; Pf apPOL inh = -5.2
Cc1ccc2nc(/C(C#N)=C/c3ccc(O)c([N+](=O)[O-])c3)[nH]c2c1 is listed with mHTT-CaM PPI inh = 59.0*; Pf apPOL inh = -0.3

(list continues)
57	O=C(c1ccc2c(c1)CC(=O)N2Cc1ccccc1)N1CCN(C2CCCCC2)CC1
58	O=C(CN1CCCC1)C12CC3CC(C1)CC(c1ccccc1)(C3)C2
59	CN(C)CCn1cnc2cc([N+](=O)[O-])ccc21
60	OCCN1CCN(CC2CC=CCC2)CC1 (stereo not drawn)
61	O=C(COc1ccc(Cl)cc1Cl)NCc1ccccc1
62	Cc1nnc(NC(=O)Nc2ccc(C)c(C)c2)s1
63	Cc1nc2ccccc2c2c1C(=O)NC2=O
64	O=C(CC(NCCOCCO)C(=O)O)Nc1ccc(Cl)cc1Cl (stereo not drawn)
compound no.,57,58,59,60,61,62,63,64
mHTT-CaM PPI inh,36.2,5.4,6.1,-1.8,-8.4,-2.5,·,-3.0
Pf apPOL inh,-2.2,-11.9,·,-0.5,-6.1,0.1,18.5,-3.1

65	Cc1ccc(N2CCN(C3CCCCCC3)CC2)cc1
66	CS(=O)(=O)c1ccc2nc(NC(=O)c3ccccc3Oc3ccccc3)sc2c1
67	COc1ccccc1NS(=O)(=O)CC12CCC(CC1=O)C2(C)C (stereo not drawn)
68	C#CC(C)(C)NS(=O)(=O)c1cccc2nsnc12
69	COC(=O)c1cnn(-c2ccc(F)cc2F)c1C(OC)OC
70	C=CCc1ccccc1OCC(O)CN1CCCCC1 (stereo not drawn)
71	COc1ccccc1-n1nc(C(=O)N(C)c2ccc(C(C)C)cc2)c2ccccc2c1=O
72	CN1C(=O)c2cccnc2Sc2cc(NC(=O)c3cccc(F)c3)ccc21
compound no.,65,66,67,68,69,70,71,72
mHTT-CaM PPI inh,7.2,17.0,-8.0,-2.4&3.0,·,-5.9&1.2,25.0,5.2
Pf apPOL inh,5.7,1.3,-3.3,-3.2,-12.1,-5.6&-6.6,-7.6,-8.3

73	COc1ccc2nc3c(nc2c1)C(=O)c1ccccc1-3
74	O=C(NC1CCN(C(=O)C2CCC2)C1)c1ccc(F)cc1 (stereo not drawn)
75	CC(=O)N1CCC2(CC1)NC(=O)c1cccc(C)c1N2
76	Cc1cccc(/C=C2\N=C(c3cccc(Cl)c3)OC2=O)c1
77	COc1ccc(OC)c(Sc2ncccc2C(=O)O)c1
78	Cc1ccccc1CNC1CCN(c2ccc(C(=O)Nc3ccc(F)cc3)cn2)C1 (stereo not drawn)
79	Cc1noc(C)c1C1CCCN1Cc1ccc(OC(C)C)cc1 (stereo not drawn)
80	Cc1cccc(NC(=O)C(=O)NCC2CCCO2)c1C (stereo not drawn)
compound no.,73,74,75,76,77,78,79,80
mHTT-CaM PPI inh,3.6,2.3,-2.4,15.0,·,-0.3,-29.2,-2.6
Pf apPOL inh,-7.4,-3.3,-0.6,-0.6,2.8,-5.8,-3.2,-4.4

81	O=C(Nc1ccc(Cl)c(Cl)c1)c1cc2n(n1)C(C(F)(F)F)CC(c1cccs1)N2 (stereo not drawn)
82	COc1ccc(C(=O)N2CCC(C(=O)Nc3ccc4c(c3)OCO4)CC2)cc1
83	CC1CN(C(=O)c2ccc(C#N)cc2)c2ccccc2O1 (stereo not drawn)
84	CCCCOC(=O)Nc1cccc(C(C)=O)c1
85	Cc1onc(-c2ccccc2)c1C1=N/C(=C\c2ccccc2)C(=O)O1
86	COc1ccccc1-n1nc(C(=O)N2CCC(C)CC2)c2ccccc2c1=O
87	O=C(Cn1nnc(-c2ccccc2Cl)n1)Nc1ccc(F)cc1F
88	Cn1c(-c2c(CCC(=O)O)oc3cc(O)ccc3c2=O)nc2ccccc21
compound no.,81,82,83,84,85,86,87,88
mHTT-CaM PPI inh,8.0,0.0,-5.1,-11.1,-1.0,-5.0,-6.0,-1.9
Pf apPOL inh,-3.0,-4.6,-1.4,-3.3,0.5,0.4,-2.7,-1.5

89	COc1ccc(Cn2cc(CN3CC(N4CCN(C5CCN(C)CC5)CC4)CS3(=O)=O)nn2)cc1 (stereo not drawn)
90	CCCc1noc(-c2cccnc2N2CCCN(C(=O)c3ccc4c(c3)OCO4)CC2)n1
91	COc1cccc(N(CC(=O)Nc2ccc(OC)cc2OC)S(C)(=O)=O)c1
92	CC(C)(C)c1cc(CCCC#N)cc(C(C)(C)C)c1O
93	Nc1nonc1-n1nnc(C(=O)N2CCOCC2)c1-c1ccccc1
94	COc1ccccc1N/C=C(\C#N)c1nc(-c2ccc3c(c2)OCO3)cs1
95	O=C(Cc1cc(-c2ccco2)on1)NCc1c(F)cccc1F
96	Cc1csc(NC(=O)CCC2CCCC2)n1
compound no.,89,90,91,92,93,94,95,96
mHTT-CaM PPI inh,-3.0,-5.7,10.3,-27.4,-5.0,2.0&-2.1,-7.1,-7.8
Pf apPOL inh,1.6,-4.8,-5.8,-4.3,-0.8,-2.2&5.1,21.2,22.2

97	Cc1c(C(=O)NC(C)c2ccccc2)oc2ccc(S(=O)(=O)N3CCOCC3)cc12 (stereo not drawn)
98	CC(C)n1c(=O)c2c(ncn2Cc2ccc(F)c(F)c2)n(-c2cccc(F)c2)c1=O
99	CC1CN(C(=O)NC2(C(F)(F)F)Oc3ccc(Cl)cc3O2)CC(C)O1 (stereo not drawn)
100	CC(=O)NCc1csc(C2CCCN(C(=O)c3ccc(C(C)C)cc3)C2)n1 (stereo not drawn)
101	O=S(=O)(Nc1ccccc1O)c1ccccc1
102	Cc1cc(NC(=O)C(=O)NC2CCCCNC2=O)no1 (stereo not drawn)
103	O=C(NCc1ccc(F)cc1Cl)C1CCc2nc(N3CCOCC3)ncc2C1 (stereo not drawn)
compound no.,97,98,99,100,101,102,103
mHTT-CaM PPI inh,35.0,38.5,5.0,5.7,0.0,·,3.3
Pf apPOL inh,-7.7,-5.9,-2.8,-2.1,-22.6,-2.3,-2.2
